# BCR signal inh = blocks chronic active B-cell receptor signaling; Potency, µM (doses to about 46.1 µM), inactives show at the top dose ratio change, negative = lower green/red ratio, actives largely listed as inhibitors; actives 0.05% (n = 340,000); ABC-DLBCL IkBa-CBG/CBR reporter, luminescence ratio, 4 h; AID 493014; active = well fitted inhibition curve with a large enough effect in the signal ratio, with a control signal flat, not every such curve was filed as active; inconclusive = small, poorly fitted or top-dose-only effect, or effect the other way, or a change in a side signal; the % refers to the signal ratio;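 note: potency is the fitted concentration of half-maximal effect; plate controls were basal doxycycline-induced cells for no effect and cells given 10 µM MG132 for full effect; MG132 reads +100%, hits lower the ratio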
#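 Compounds up to 46 uM were incubated four hours with TMD8 cells whose green CBG68 luciferase is fused to IkappaBalpha; red CBR luminescence normalised the signal, and concentration-effect curves were fitted to fusion, red and ratio data.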
# FBPA coupling cs = counter-screen for Giardia aldolase inhibitors: coupling enzyme system; coupling enzyme system counterscreen, AmpLite Red fluorescence; activity change, negative = inhibition, % at 58.2 µM, hits read low; actives 0.67% (n = 290,000); AID 2472; in the data active = activity change below about -30%
#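 Counterscreen of the coupled detection system alone, without aldolase: glyceraldehyde-3-phosphate coupling enzymes plus AmpLite Red readout. Compounds at 57.5 uM final, 10 min RT preincubation, 20 min RT reaction, fluorescence 525/598 nm.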
# B2AR arrestin = recruits beta-arrestin to the human beta2-adrenergic receptor; actives 0.02% (n = 330,000); beta-arrestin recruitment to beta2AR, cell-based reporter; P07550; Potency, µM (highest dose often 46.1 µM), without a hit: at the top dose activation, actives largely listed as activators;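 note: potency is the fitted concentration of half-maximal effect; 0% = DMSO controls and full agonism = EC100 isoproterenol or metaproterenol; nearly all actives have a fitted effect of over 65% in size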
# Giardia kill = kills Giardia lamblia | AID 540267 | Giardia lamblia trophozoite viability | activity change, % at 7.66 µM, hits read low | actives 0.15% (n = 340,000); in the data active = activity change below about -80%; inconclusive = between about -30% and that limit;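 note: parasites exposed to compound for two days anaerobically before the ATP read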
#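 Anaerobic 48 hrs incubation at 37 deg C of 100 trophozoites/well with test compounds; ATPLite 1-Step luminescence, 15-30 min RT, reports cellular ATP as viability.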
# KCNH2 3.1 inh = KCNH2 3.1 (human) potassium channel inhibition. activity change, % (tested at about 1.8 µM). actives 0.95% (n = 340,000). U2OS KCNH2 3.1, thallium flux FluxOr; hits give low values;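 active = maximum activity change below -70%; inconclusive = maximum activity change from -70% to -50%; inactive = maximum activity change above -50%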;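 note: thallium influx rate constant from kinetic fluorescence after stimulation buffer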
#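 U2OS cells transduced with KCNH2 3.1 mutant virus (1.77 x 10^8 /mL, 4 h), plated overnight at 37 C, loaded 45 min with FluxOr dye plus Red40 quencher. Thallium flux rate constant from kinetic reads after stimulation buffer, normalised to controls.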
# GALK inhibitor = inhibitors of human galactokinase | P51570 | Purified GALK, Kinase-Glo residual ATP luminescence | Potency, µM (titrated, usually from 57.5 µM), without a hit: at the top dose activity change, negative = inhibition, most hits filed as inhibitors | actives 0.007% (n = 270,000) | AID 1868; note: potency is the fitted concentration of half-maximal effect
# Target sequence (P51570 whole entry, looked up): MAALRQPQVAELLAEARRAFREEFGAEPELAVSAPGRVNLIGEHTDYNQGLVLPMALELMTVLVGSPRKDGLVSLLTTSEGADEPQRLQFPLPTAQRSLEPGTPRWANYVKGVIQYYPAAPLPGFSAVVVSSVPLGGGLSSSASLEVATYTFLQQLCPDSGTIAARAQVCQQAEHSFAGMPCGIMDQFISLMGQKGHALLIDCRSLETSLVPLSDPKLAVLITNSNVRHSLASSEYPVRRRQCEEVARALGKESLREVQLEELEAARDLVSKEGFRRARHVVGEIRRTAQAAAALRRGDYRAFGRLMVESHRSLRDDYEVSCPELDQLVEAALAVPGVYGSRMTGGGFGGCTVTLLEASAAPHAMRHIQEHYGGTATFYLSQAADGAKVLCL
#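 Luminescence from leftover ATP (Ultra-Glo luciferase/luciferin) served as read-out after a 1 h room-temperature reaction of 5 nM GALK with 35 uM ATP and 100 uM galactose.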
# PKM2 act = PKM2 (human) enzyme activation | Potency, µM (series often up to 57.5 µM), for inactives: top-dose activation, most hits filed as activators | purified PKM2, Kinase-Glo ATP luminescence, activation; response scale: 0% is enzyme alone, no compound | AID 1631 | actives 0.34% (n = 260,000) | P14618; note: potency is the fitted concentration of half-maximal effect; nearly all actives have a fitted effect of over 55% in size
#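 ATP formation by purified human PK-M2, quantified via coupled luciferase luminescence after 1 h at room temperature with 0.1 mM ADP and 0.5 mM PEP final.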
# USP2a inh = blocks human ubiquitin-specific protease USP2a; O75604; USP2 core, Ub-CHOP2 coupled fluorogenic reporter, 485/531; Potency, µM (doses to about 38.3 µM), inactives show at the top dose activity change, negative = inhibition, most hits filed as inhibitors; actives 0.01% (n = 330,000); AID 463254;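 note: potency is the fitted concentration of half-maximal effect; plate controls were DMSO wells for no effect and full inhibition by NEM control for full effect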
#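 Deubiquitinase activity read as fluorescence (485/531 nm) after Ub-CHOP2 cleavage activates the enterokinase reporter on its substrate; USP2 core 10nM, Ub-CHOP2 and substrate 25nM each, 30min compound preincubation then 60min RT; data normalized to NEM, curves fitted.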
# Eya2 phos inh = inhibitors of human Eya2 phosphatase activity; recombinant Eya2, OMFP fluorescence dephosphorylation (OMFP is methylfluorescein phosphate); Potency, µM (top dose mostly 76.9 µM), inactives show at the top dose activity, negative = inhibition, hits mostly inhibitors; actives 0.006% (n = 330,000); note: potency is the fitted concentration of half-maximal effect
# Target sequence (O00167 whole entry, looked up): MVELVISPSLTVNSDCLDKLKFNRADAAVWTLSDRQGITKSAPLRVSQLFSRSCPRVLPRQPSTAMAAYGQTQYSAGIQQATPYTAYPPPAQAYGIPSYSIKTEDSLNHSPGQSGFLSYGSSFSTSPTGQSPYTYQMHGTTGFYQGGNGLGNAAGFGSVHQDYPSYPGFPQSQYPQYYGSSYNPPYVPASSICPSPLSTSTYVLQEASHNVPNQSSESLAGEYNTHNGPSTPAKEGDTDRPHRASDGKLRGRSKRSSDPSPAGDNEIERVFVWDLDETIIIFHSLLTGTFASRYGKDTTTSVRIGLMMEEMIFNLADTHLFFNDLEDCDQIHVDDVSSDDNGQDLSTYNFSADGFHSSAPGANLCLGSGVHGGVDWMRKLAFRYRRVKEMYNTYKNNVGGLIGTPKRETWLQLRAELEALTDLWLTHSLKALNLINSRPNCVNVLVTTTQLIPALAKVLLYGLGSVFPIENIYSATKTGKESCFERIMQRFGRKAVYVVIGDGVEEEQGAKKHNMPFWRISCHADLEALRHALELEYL
#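 Eya2 protein (added as 0.2 uM solution) was preincubated with compound for 10 min at ambient temperature in 50 mM HEPES pH 7.5, 50 mM NaCl, 5 uM MgCl2, 0.05% BSA, 1 mM DTT. OMFP (added at 50 uM) then reacted 10 min; fluorescence read at 485/525 nm.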
# hERG WT inh = inhibitors of human wildtype KCNH2 potassium channel | Q12809 | activity change, % at 1.84 µM | AID 720551 | U2OS, BacMam KCNH2, thallium flux FluxOr; hits give low values | actives 0.37% (n = 340,000);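 active = maximum activity change below -70%; inconclusive = maximum activity change between -70% and -50%; inactive = maximum activity change above -50%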
#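 U2OS cells transduced with wild-type KCNH2 virus are loaded with FluxOr dye for 45 min, and thallium flux is measured in kinetic reads before and after stimulation buffer. Rate constants are normalized to DMSO controls.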
# uPA surface inh = cell surface uPA generation inhibition | cell surface uPA generation assay, qHTS | Potency, µM (titrated, usually from 38.3 µM), inactives show at the highest dose activity change, negative = inhibition, actives largely listed as inhibitors | actives 0.31% (n = 330,000) | AID 540303; active = well fitted inhibition curve with a large enough effect; inconclusive = small, poorly fitted or top-dose-only effect; inactive = no such curve, though single readings can be large or run the other way; tested in mouse RAW 264.7 cells; note: potency is the fitted concentration of half-maximal effect; nearly all actives have a fitted effect of over 55% in size
# The depositor's hits bear a star; ? = inconclusive; · = not tested or not shown; [ ] = dose if it differs, or a comment. Unless noted, calls come from the whole dose curve; as a rule, active = well fitted curve in the direction sought with a large enough effect; inconclusive = small, poorly fitted or top-dose-only effect, or another doubt; inactive = no such curve, though single readings can be large; an effect the other way counts as inactive or inconclusive. Unless noted, % is set by controls: 0 for no effect and ±100 for the full control effect.
cpd	smiles	BCR signal inh	FBPA coupling cs	B2AR arrestin	Giardia kill	KCNH2 3.1 inh	GALK inhibitor	PKM2 act	USP2a inh	Eya2 phos inh	hERG WT inh	uPA surface inh
1	CCOc1ccccc1N1CC(C(=O)NCCc2ccc(S(N)(=O)=O)cc2)CC1=O (configuration not stated)	?	3	0.4%	-8	2	-2%	-2%	1%	-25%	-12	2%
2	C[C@H](CO)N1C[C@H](C)[C@@H](CN(C)S(=O)(=O)c2ccccc2)Oc2ccc(NC(=O)Cc3ccccc3)cc2C1=O	?	·	0.0%	7	5	·	·	1%	2%	7	-4%
3	COC(=O)c1sc(Nc2ccccc2)nc1C	?	3	0.4%	12	6	-1%	0%	-5%	7%	-3	-6%
4	Cc1oc2c(C)c(O)ccc2c(=O)c1-c1nncn1-c1ccccc1	6%	2	0.0%	-12	-20	-7%	18µM*	4%	-25%	7	8%
5	O=C(CCCCCBr)N1CCC(CC2CC(c3cccc(Br)c3)=NO2)(C(=O)NCC2CCCCC2)CC1 (configuration not stated)	?	3	-0.7%	9	-40	·	1%	-13%	-14%	-8	?
6	COc1ccc(OC)c(C(=O)CN2C(=O)C(=O)N(C3CCCC3)C2=O)c1	0%	·	-0.3%	6	8	·	·	-1%	-2%	2	3%
7	COC(=O)c1ccc(-n2cc(-c3ccc(OC)cc3)[nH]c2=S)cc1	-12%	-3	-0.1%	-8	3	1%	-2%	-1%	4%	6	12%
8	CN(CCO)c1ncnc2nc[nH]c12	-1%	0	-0.4%	-5	10	1%	-5%	-1%	1%	-20	-9%
9	C/C(=N\NC(=O)c1cc(-c2ccco2)nc2ccccc12)c1cccnc1	?	0	-0.1%	0	27	0%	19%	-2%	5%	-2	?
10	CCN(c1ccccc1)S(=O)(=O)c1ccc(OC)c(NC(=O)COc2ccc(C(C)=O)cc2)c1	-3%	·	0.0%	21	5	·	·	2%	-27%	8	-1%
11	CCn1c(C)nc2cc(C(=O)N/N=C/c3ccccc3C)ccc21	-16%	1	-0.1%	5	-3	-1%	-4%	3%	10%	1	-8%
12	COc1ccc(CNC(=S)NCc2ccc(F)cc2)cc1OC	-3%	1	3.9%	-3	-9	3%	0%	0%	7%	1	0%
13	O=c1[nH]c2ccccc2nc1/C=C/c1ccc(F)cc1	?	-4	-0.7%	-25	-6	2%	-26%	19%	0%	-18	-15%
14	CC(=O)c1ccc(NC2CC(O)C(O)CO2)cc1 (configuration not stated)	-6%	1	0.1%	-11	7	-1%	-5%	3%	8%	1	0%
15	CCOCCCNC(=O)c1cn(CC)c2ccc(S(=O)(=O)N(C)C3CCCCC3)cc2c1=O	9%	-1	-0.3%	-22	8	0%	·	1%	-3%	-2	-7%
16	Cc1ccc(C)c(OCc2ccc(C(=O)NN)o2)c1	?	0	0.6%	6	0	0%	-10%	0%	-8%	2	-12%
17	COc1cc(SC)ccc1C(=O)Nc1ccncc1	?	1	-0.2%	-12	-5	-2%	-2%	-14%	2%	·	-15%
18	Cc1ccccc1OCC(=O)Nc1ccc([N+](=O)[O-])cc1	0%	1	-0.2%	8	-3	3%	1%	-1%	2%	-169*	6%
19	CC(C)CN1C(=O)c2ccc(C(=O)NCc3ccccn3)cc2C1=O	-1%	·	0.3%	-11	2	-9%	-3%	1%	-6%	-2	3%
20	O=C(Cn1ccc([N+](=O)[O-])n1)NCCc1c[nH]c2ccccc12	6%	-1	-0.1%	10	-1	0%	1%	-6%	-1%	0	-1%
21	CC(=O)Nc1ccc(S(=O)(=O)N2CCN(c3ccc(C)c(Cl)c3)CC2)cc1	?	8	-0.9%	-7	21	1%	-1%	-1%	3%	-5	-23%
22	O=C(N/N=C/c1ccc(OC(F)F)cc1)c1cc[n+]([O-])cc1	-4%	0	0.3%	33[activator]	4	15%	4%	2%	-10%	12	0%
23	CCC(C)(C)C1CCC2(CC1)NC(=O)N(CC(=O)N(C)Cc1ccc3c(c1)OCCO3)C2=O (configuration not stated)	3%	·	-0.1%	-10	-7	·	·	3%	-1%	-1	-9%
24	CCC(=O)Nc1ccc(C(=O)NNC(=O)c2cc(OC)c(OC)c(OC)c2)cc1	8%	1	-0.1%	14	5	14%	-3%	-1%	2%	3	4%
25	NC(=O)N/N=C/c1ccccc1OCc1cccc2ccccc12	1%	2	-0.2%	-9	3	-2%	-4%	3%	1%	7	6%
26	COC(=O)c1cnn(-c2nc3c(C)cccc3s2)c1C	?	1	-0.9%	-12	7	0%	13%	4%	-7%	2	-1%
27	CCc1c(C(=O)NNC(=S)NCc2ccccc2)csc1C	-1%	3	-0.8%	18	-2	2%	9%	1%	0%	0	3%
28	Cc1ccc2[nH]c(=O)c(CN(CCO)Cc3nnnn3CCc3ccccc3)cc2c1	4%	1	0.0%	6	13	-3%	2%	4%	-5%	0	6%
29	NC(=O)c1cc2c(s1)-c1cc(Cl)ccc1SC2	?	2	-2.3%	-2	8	7%	-2%	1%	-11%	0	9%
30	COc1cc(NC(=O)c2ccccc2)ccc1NC(=O)c1cc2ccccc2o1	11%	-8	0.1%	-19	-6	4%	·	-5%	8%	-4	-2%
31	CN1CCCC(C(=O)C(C#N)c2ccccc2)C1 (configuration not stated)	-2%	0	0.1%	8	-5	-1%	2%	1%	6%	-9	2%
32	Cc1ccc(NC(=O)CCCSc2ccccc2)cc1S(=O)(=O)N1CCOCC1	0%	2	-0.7%	0	1	-2%	-2%	-2%	-10%	14	-5%
33	CCCCn1c(SCC(=O)N2CCc3ccccc32)nnc1-c1ccncc1	5%	0	-0.5%	5	9	1%	1%	7%	8%	-4	2%
34	CC(C)Cc1nnc(NC(=O)Cc2ccccc2[N+](=O)[O-])s1	-3%	-2	-1.0%	1	-21	1%	-2%	1%	1%	-5	5%
35	O=C(CCN1C(=O)c2ccc([N+](=O)[O-])cc2C1=O)Nc1nccs1	6%	2	0.5%	1	-6	-1%	7%	0%	-12%	0	2%
36	Cc1ccc(S(=O)(=O)NNC(=O)Cc2cccn2C)cc1	5%	-1	0.0%	4	-6	12%	1%	1%	-27%	8	7%
37	COc1ccc(/C=N/NC(=O)Cn2cnc3c2c(=O)n(C)c(=O)n3C)c(OC)c1OC	-11%	1	-0.4%	5	-17	-1%	2%	-2%	9%	-3	1%
38	CNS(=O)(=O)c1cccc(C(=O)OCC(=O)c2cc(C)n(-c3ccc4c(c3)OCO4)c2C)c1	?	-9	4.6%	-2	-13	1%	-2%	?	27%	8	2%
39	CC(C)Oc1ccc(S(=O)(=O)N2CCCCC2)cc1NC(=O)CN1C(=O)NC(C)(C2CC2)C1=O (configuration not stated)	-1%	·	0.0%	-11	-14	·	·	-4%	-15%	-17	-1%
40	COc1ccc(C(=O)N2CCN(CCCc3ccccc3)CC2)cc1OC	-1%	-3	-0.3%	-9	-42	1%	·	1%	5%	-5	-11%
41	C=CCn1c(=O)[nH]c2cc(C(=O)N3CCN(c4cccc(Cl)c4)CC3)ccc2c1=O	?	3	-0.2%	-22	2	-1%	?	-10%	-18%	-3	-3%
42	COc1ccc2nc(N3C(=O)C(O)=C(C(=O)c4ccco4)C3c3ccc(C)o3)sc2c1 (configuration not stated)	?	·	-0.2%	30	6	·	·	-1%	-13%	2	2%
43	O=C(NCc1cccnc1)C(C(=O)c1ccc(F)cc1)n1ccccc1=O (configuration not stated)	13%	-1	-0.1%	-8	-5	-2%	4%	1%	6%	8	4%
44	CC(Oc1ccc(Cl)cc1Cl)c1nc(-c2ccc(NC(=O)c3cccnc3)cc2)no1 (configuration not stated)	-3%	2	-0.2%	17	-37	0%	-1%	2%	-20%	-4	-9%
45	Cc1ccc2oc(-c3ccccc3)c(C(=O)O)c(=O)c2c1	1%	-2	-1.6%	-10	8	2%	-2%	-1%	-17%	-12	-4%
46	Cc1ccc2cc(CNC(C)C)c(=O)[nH]c2c1	-11%	1	0.4%	-15	-5	2%	1%	3%	-7%[15.4 µM]	-2	1%
47	Cc1ccc(C2=NS(=O)(=O)N(C)C(C(=O)N3CCCCC3)=C2)cc1	-6%	1	1.0%	-25	2	·	-4%	0%	-8%	4	-4%
48	Cc1cc(OCC(=O)N(C(C)C)C(C)C)ccc1Cl	-1%	3	-0.3%	9	-8	0%	2%	3%	2%	-6	-5%

# Limited to uPA surface inh, B2AR arrestin and KCNH2 3.1 inh, for some of the entries so far:
cpd | molecule | uPA surface inh | B2AR arrestin | KCNH2 3.1 inh
37 | COc1ccc(/C=N/NC(=O)Cn2cnc3c2c(=O)n(C)c(=O)n3C)c(OC)c1OC | 1% | -0.4% | -17
38 | CNS(=O)(=O)c1cccc(C(=O)OCC(=O)c2cc(C)n(-c3ccc4c(c3)OCO4)c2C)c1 | 2% | 4.6% | -13

# Screens (PubChem)
